PfHsp40 rescue – restores yeast growth despite PfHsp40 toxicity; S. cerevisiae expressing PfHsp40, growth rescue, ATP luminescence; growth rescue, % at 12.5 µM; hit rate 0.68% among 340,000; in the data active = growth rescue above about 28%, passing the limit was not always enough;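 note: yeast W303a lacking pdr1 and pdr3 grown in galactose medium; growth measured after three days at 30 °C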
GDH-TPI inh – counter-screen for M. tuberculosis FBA inhibitors: GDH-TPI coupled enzymes | GDH-TPI coupled enzyme counterscreen, NADH absorbance | inhibition, % at 4.8 µM | hit rate 1.2% among 360,000 | AID 588335; in the data active = inhibition above about 30%;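 note: 0% = DMSO wells and 100% = wells lacking the enzyme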
Yp Topo-I inh – blocks Yersinia pestis topoisomerase I activity; Y. pestis Topo-I cleavage product accumulation, plate reader; activity, % at 10 µM; hit rate 0.064% among 360,000; AID 504884; in the data active = activity above about 50%, passing the limit was not always enough; note: inactives centre near 2
FBA Mtb inh – Mtb fructose-bisphosphate aldolase inhibition; purified M. tuberculosis FBA, fluorescence read-out; hit rate 2.3% among 360,000; inhibition, % at 1 µM; P9WQA3; in the data active = inhibition above about 27%;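 note: 0% = vehicle and 100% = reference inhibitor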
Target sequence (P9WQA3 whole entry, looked up): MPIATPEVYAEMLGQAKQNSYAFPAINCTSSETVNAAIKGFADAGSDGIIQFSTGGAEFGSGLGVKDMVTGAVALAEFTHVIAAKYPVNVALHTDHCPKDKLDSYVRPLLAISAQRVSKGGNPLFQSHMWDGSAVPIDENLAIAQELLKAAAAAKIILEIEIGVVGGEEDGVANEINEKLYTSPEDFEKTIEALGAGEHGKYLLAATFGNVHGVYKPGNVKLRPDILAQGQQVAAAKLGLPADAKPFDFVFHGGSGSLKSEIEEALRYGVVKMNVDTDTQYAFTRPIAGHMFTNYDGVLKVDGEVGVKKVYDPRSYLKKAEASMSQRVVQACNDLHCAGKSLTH
FadD28 binding – inhibitors of Mycobacterium tuberculosis FadD28 bisubstrate binding | FadD28 bisubstrate probe binding, fluorescence polarization | inhibition, % at 12.5 µM | hit rate 0.22% among 360,000 | AID 588549; in the data active = inhibition above about 8.5%, passing the limit was not always enough
TcdB inh – blocks C. difficile toxin B glycohydrolase activity; TcdB glycohydrolase enzymatic assay, plate reader; hit rate 0.24% among 350,000; inhibition, % at 9.99 µM; in the data active = inhibition above about 10%
Mtb BioA inh – blocks M. tuberculosis BioA enzyme activity; purified M. tuberculosis BioA enzyme, plate reader; inhibition, % at 9.99 µM; hit rate 0.096% among 360,000; in the data active = inhibition above about 40%
UGM FP inh – Mtb UDP-galactopyranose mutase inhibition. purified UGM, fluorescence polarization probe displacement. inhibition, % at 10 µM. P9WIQ1. AID 504406. hit rate 0.06% among 320,000; in the data active = inhibition above about 10%, passing the limit was not always enough
Target sequence (P9WIQ1 whole entry, looked up): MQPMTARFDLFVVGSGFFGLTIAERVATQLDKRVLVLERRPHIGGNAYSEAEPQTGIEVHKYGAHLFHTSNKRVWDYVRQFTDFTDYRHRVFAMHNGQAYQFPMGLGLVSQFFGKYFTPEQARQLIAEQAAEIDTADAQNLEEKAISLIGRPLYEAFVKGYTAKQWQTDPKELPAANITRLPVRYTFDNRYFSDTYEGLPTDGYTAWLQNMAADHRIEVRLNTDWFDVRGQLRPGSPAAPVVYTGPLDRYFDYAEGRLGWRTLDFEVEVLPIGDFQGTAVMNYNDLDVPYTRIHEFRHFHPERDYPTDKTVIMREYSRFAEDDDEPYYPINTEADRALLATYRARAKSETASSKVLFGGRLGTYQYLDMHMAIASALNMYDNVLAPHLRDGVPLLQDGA
Vc quorum ag – quorum light induction in luxS cqsA deficient V. cholerae | V. cholerae BH1578 lux reporter, luminescence, 6 h | activation, % at 18.7 µM | hit rate 0.16% among 350,000 | AID 588436; in the data active = activation mostly above about 9.7%, no sharp cut-off; note: not every result past the cut was called active; inactives centre near 0; reference of the scale not given here
* marks the source's active call; other numbers are inactive results; i = inactive; / = not tested or not shown; & = joins results of further samples.

SMILES	PfHsp40 rescue	GDH-TPI inh	Yp Topo-I inh	FBA Mtb inh	FadD28 binding	TcdB inh	Mtb BioA inh	UGM FP inh	Vc quorum ag
CCOC(=O)c1c(C)[nH]c(C)c1S(=O)(=O)N1CCN(C(=O)c2ccco2)CC1	1.0	-10	-6	1	-3.6	-1.7	-1.7	-1.5	-0.9
CCCCC(=O)OCC(=O)Nc1ccc(C)c(F)c1	-1.0	2	1	4	-1.8	1.9	/	3.7	-0.6
O=C1c2ccccc2C(=O)N1OCc1ccc(Cl)cc1	-1.5	-6	-2	-2	0.8	/	7.5	0.6	-0.4
CCOc1ccc(NC(=S)NC(C)c2cccs2)cc1 (stereo unspecified)	1.2	-1	6	-4	-3.5	/	/	2.4	-0.6
Nc1nc(-c2cccnc2)nn1C(=O)c1ccccc1Cl	2.5	-2	1	0	-2.3	1.2	/	/	-0.5
CC1(C(=O)N2CCN(C(=O)c3ccco3)CC2)CCN1Cc1ccccc1OC(F)F (stereo unspecified)	/	4	-1	-2	-0.5	0.0	-0.8	/	-2.5
O=C(NCC1CCCCC1)c1ccc(Cl)c(S(=O)(=O)N2CCOCC2)c1	0.1	11	10	0	-0.5	1.3	4.1	-0.8	i
COc1ccc2c(c1)C1OCCC1C(c1ccco1)N2 (stereo unspecified)	-0.2	44*	-9	93*	-1.1	/	-0.5	2.5	-0.6
CC(=O)c1ccc(OCC(=O)Nc2c(C)nn(-c3ccccc3)c2C)cc1	0.3	5	-1	-3	-3.9	2.3	0.2	2.6	-1.1
Cc1cc2cc(CNC(=O)c3cccs3)ccc2[nH]1	0.5	-3	-5	-1	3.0	0.6	-2.9	-3.1	-0.6
OCCN1CCN(c2cc(-c3ccc4ccccc4c3)nc3ccnn23)CC1	/	6	-1	13	-3.2	2.6	2.0	/	-0.1
Cc1ccc(C)c(N2CCN(S(=O)(=O)c3c(C)noc3/C=C/N(C)C)CC2)c1	0.7	36*	-3	-5	-2.6	/	-0.8	/	i
CC(C)(C)c1ccc(C(=O)N2CCN(c3nc4ccccc4o3)CC2)cc1	0.1	5	25	-2	-2.3	-8.4	-1.2	-1.7	-1.2
Cc1ccc(SCC(=O)OC(C)C(=O)N2CCc3ccccc32)cc1 (stereo unspecified)	-0.7	11	1	2	-0.4	2.9	/	-3.5	-2.8
CC12CC(c3ccccc3O1)N(C(=O)c1ccco1)C(=S)N2c1ccc(F)cc1 (stereo unspecified)	2.9	-2	-4	-1	0.6	/	/	-0.7	-0.3
C[C@H](N)C(=O)NC[C@H]1O[C@@H](n2cnc3c(N)ncnc32)[C@H](O)[C@@H]1O	-2.3	9	0	-2	-0.4	0.3	-0.3	/	2.0
N=c1c(C(=O)NCc2ccccc2)cc2c(=O)n3ccccc3nc2n1CCCN1CCOCC1	-1.5	10	0	79*	0.2	/	-2.6	0.5	i
CCOc1ccc(N2C(=O)C(CC(=O)Nc3ccccc3)N(Cc3ccccn3)C2=S)cc1 (stereo unspecified)	0.5	13	-4	-1	0.4	0.9	0.1	2.3	i
CCOC1=NC(=C(c2ccccc2)c2ccccc2)OC1=O	-0.6	10	4	2	-1.3	1.3	-2.0	/	-3.2
O=C(O)c1cnn2c1NC(c1ccc(F)cc1)CC2C(F)(F)F (stereo unspecified)	-0.1	2	6	6	-0.4	/	0.0	-2.1	9.8

Further structures:
SMILES	PfHsp40 rescue	GDH-TPI inh	Yp Topo-I inh	FBA Mtb inh	FadD28 binding	TcdB inh	Mtb BioA inh	UGM FP inh	Vc quorum ag
CCN(CC)CCCNC1CCS(=O)(=O)C1 (stereo unspecified)	1.6	6	1	1	-0.2	/	-0.1	-0.5	i
Cc1cc(Cl)ccc1NC(=O)CCCN1C(=O)CCC1=O	0.2	5	4	1	0.4	/	-0.8	-1.4	-0.4
CC(=O)c1cccc(NC(=O)c2ccc(OC3CSC3)cc2)c1	0.4	1	11	-1	-1.1	0.1	/	-3.4	i
CCCCCCCCNS(=O)(=O)CCNC1CCCCC1	-1.3	5	27	-1	-2.8	0.4	1.8	/	-0.9
O=C(CN1C(=O)CSC1=O)Nc1ccc(N2CCOCC2)cc1	0.4	-3	3	-3	-1.6	/	0.4	-0.7	i
COC(=O)C1Sc2[nH]c(=O)sc2C2c3ccccc3OC(=O)C12 (stereo unspecified)	-0.8	-4	11	1	-1.7	/	0.7	-2.8	/
CCc1ccc([C@H]2C[C@H]3[C@H]4C(=O)N(c5ccccc5)C(=O)[C@H]4CC(=O)[C@@H]3CN2S(=O)(=O)c2ccc(C)cc2)cc1	/	/	/	1	-1.5	0.6	3.4	/	/
COc1ccccc1NC(=O)c1ccc(-n2cccn2)c([N+](=O)[O-])c1	-0.7	5	2	0	-0.9	3.1	/	-0.6	-0.1
NC1=NC(=O)/C(=C/C=C/c2cccs2)S1	-1.8	13	0	-3	-3.4	1.8	/	0.9	0.6
COc1ccc(OC)c(NC(=S)NCC(c2cccnc2)N2CCOCC2)c1 (stereo unspecified)	-0.1	2	-3	7	0.0	0.7	-2.4	1.4	-0.4
Cc1ccc(C(=O)NCCc2nnc3ccc(SCC(=O)NCc4ccc(F)cc4)nn23)cc1	-1.6	-7	13	3	-3.9	1.7	0.1	1.8	0.0
COc1ccc(NC(=S)N2CCN(C(c3ccccc3)c3ccccc3)CC2)c(OC)c1	0.0	-3	7	2	-2.1	-2.2	/	-1.1	0.0
O=C1c2ccccc2C(=O)N1CCCCSc1nnnn1-c1ccccc1	0.8	4	44	-2	0.7	/	-0.3	-0.3	-0.6
CCN(CC(=O)Nc1c(F)cccc1F)C(=O)c1ccc2c(c1)C(=O)N(c1ccccc1C)C2=O	/	8	-8	4	0.8	0.2	1.4	/	-0.7
C[C@@H]1CN([C@@H](C)CO)C(=O)c2cc(Br)cnc2O[C@@H]1CN(C)C(=O)C1CCCCC1	/	-1	4	-2	-3.2	0.9&-2.1&1.9	1.3&-0.1	/	-0.3
O=C(Nc1ccccc1N1CCCC1)c1cccc(F)c1	-1.7	10	-1	2	-0.8	1.2	-0.3	1.1	i
COCCNC(=O)C1CCN(S(=O)(=O)c2ccccc2)CC1	-0.6	2	0	5	-0.1	/	-0.3	0.4	i
Cc1ccc(C)n1C(CC(=O)O)c1ccc(C#N)cc1 (stereo unspecified)	-0.3	1	6	-1	11*	-0.2	/	2.1	i
O=C(/C=C/c1ccccc1)NC(=S)Nc1ccc2c3c(cccc13)CC2	1.6	2	-1	2	-3.5	-1.0	/	3.1	-0.2
CCOc1ccc(NC(=O)CSc2nc3ccccc3c(=O)n2CCCC(=O)NCC2CCCO2)cc1 (stereo unspecified)	0.7	5	3	1	-2.2	0.9	/	1.6	4.3

13 entries from above, with two lines to a compound.
Order of values: PfHsp40 rescue	GDH-TPI inh	Yp Topo-I inh	FBA Mtb inh	FadD28 binding	TcdB inh	Mtb BioA inh	UGM FP inh	Vc quorum ag
COc1ccccc1NC(=O)c1ccc(-n2cccn2)c([N+](=O)[O-])c1
    -0.7	5	2	0	-0.9	3.1	/	-0.6	-0.1
NC1=NC(=O)/C(=C/C=C/c2cccs2)S1
    -1.8	13	0	-3	-3.4	1.8	/	0.9	0.6
COc1ccc(OC)c(NC(=S)NCC(c2cccnc2)N2CCOCC2)c1 (stereo unspecified)
    -0.1	2	-3	7	0.0	0.7	-2.4	1.4	-0.4
Cc1ccc(C(=O)NCCc2nnc3ccc(SCC(=O)NCc4ccc(F)cc4)nn23)cc1
    -1.6	-7	13	3	-3.9	1.7	0.1	1.8	0.0
COc1ccc(NC(=S)N2CCN(C(c3ccccc3)c3ccccc3)CC2)c(OC)c1
    0.0	-3	7	2	-2.1	-2.2	/	-1.1	0.0
O=C1c2ccccc2C(=O)N1CCCCSc1nnnn1-c1ccccc1
    0.8	4	44	-2	0.7	/	-0.3	-0.3	-0.6
CCN(CC(=O)Nc1c(F)cccc1F)C(=O)c1ccc2c(c1)C(=O)N(c1ccccc1C)C2=O
    /	8	-8	4	0.8	0.2	1.4	/	-0.7
C[C@@H]1CN([C@@H](C)CO)C(=O)c2cc(Br)cnc2O[C@@H]1CN(C)C(=O)C1CCCCC1
    /	-1	4	-2	-3.2	0.9&-2.1&1.9	1.3&-0.1	/	-0.3
O=C(Nc1ccccc1N1CCCC1)c1cccc(F)c1
    -1.7	10	-1	2	-0.8	1.2	-0.3	1.1	i
COCCNC(=O)C1CCN(S(=O)(=O)c2ccccc2)CC1
    -0.6	2	0	5	-0.1	/	-0.3	0.4	i
Cc1ccc(C)n1C(CC(=O)O)c1ccc(C#N)cc1 (stereo unspecified)
    -0.3	1	6	-1	11*	-0.2	/	2.1	i
O=C(/C=C/c1ccccc1)NC(=S)Nc1ccc2c3c(cccc13)CC2
    1.6	2	-1	2	-3.5	-1.0	/	3.1	-0.2
CCOc1ccc(NC(=O)CSc2nc3ccccc3c(=O)n2CCCC(=O)NCC2CCCO2)cc1 (stereo unspecified)
    0.7	5	3	1	-2.2	0.9	/	1.6	4.3

Additional compounds
SMILES	PfHsp40 rescue	GDH-TPI inh	Yp Topo-I inh	FBA Mtb inh	FadD28 binding	TcdB inh	Mtb BioA inh	UGM FP inh	Vc quorum ag
CCSc1cc(Cl)nc(N)n1	1.5	3	-1	-2	-1.0	0.4	-0.9	0.5	-0.3
C/C(=N\O)C(C)(C)Nc1ccc(Cl)cc1	-0.8	13	6	1	1.0	-0.3	/	-0.1	-0.5
CC(=O)c1ccccc1OC(=O)CCN1C(=O)C2C3C=CC(C4CC34)C2C1=O (stereo unspecified)	-0.2	7	-1	-2	-2.7	-2.6	/	-2.4	-0.3
COC(=O)c1c(N2C(=O)Nc3ccccc3N2O)sc2c1CCCC2	0.8	13	7	1	-1.5	-1.2	/	1.7	-0.6
COC(=O)c1ccc(Oc2ccc3nncn3n2)cc1	0.5	-10	-11	3	0.2	/	-2.8	1.0	-6.7
NS(=O)(=O)c1ccc(CCNC(=O)Cn2c(=O)c3cccn3c3cccnc32)cc1	-1.0	8	1	3	-2.0	0.6	-1.3	2.2	i
O=C(COc1cccc2ccccc12)NNC(=O)CSCCO	-0.8	-3	2	0	-2.6	0.2	0.9	-3.9	-0.7
O=[N+]([O-])c1ccc2[nH]nc(-c3ccccc3)c2c1	41*	7	-12	1	-0.4	/	/	2.6	-0.3
CSc1ccc(CNc2ccccn2)cc1	0.2	6	5	4	-1.5	/	3.4	2.0	-0.7
CCc1ccc(C(=O)N2CCN(c3ccc(NC(=O)c4ccco4)cc3)CC2)cc1	1.7	-5	18	0	-2.8	1.3	-1.1	-3.0	i
CCn1cc(C(=O)NCCCOC)c(=O)c2cc(S(=O)(=O)N3CCCC3)ccc21	-0.6	18	-11	3	-0.1	-1.8	1.8	0.4	i
CCc1c(C(=O)Nc2cc(C)ccc2OC)[nH]c(C)c1C(C)=O	0.8	9	-2	2	-0.1	/	-0.7	-4.2	-2.5

Bioassay records: PubChem BioAssay, several laboratories
